Compound activity as filed in PubChem.
Tb PYK inh – blocks Trypanosoma brucei pyruvate kinase | AID 624173 | Potency, µM (highest dose often 76.8 µM), for inactives: at the highest dose activity, negative = inhibition, usual class: inhibitors | TbPYK enzyme, Kinase-Glo Plus ATP luminescence, 45 min | Q57TT1 | 0.12% of 410,000 active; further: potency means the concentration at half of the fitted maximal effect; nearly all actives have a fitted effect of over 50% in size
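Glycolytic pyruvate kinase of T. brucei was incubated with substrate, test compound and 130 uM ADP for 45 minutes at room temperature. Luminescent Kinase-Glo Plus signal was measured after 10 minutes.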
AMA1 RON2 block – AMA1-RON2 (P. falciparum) interaction inhibition; AlphaScreen AMA1-biotinylated RON2 peptide binding; Potency, µM (doses to about 58.2 µM), without a hit: at the highest dose activity change, negative = inhibition, hits mostly inhibitors; 0.2% of 360,000 active; AID 720542;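 further: potency means the concentration at half of the fitted maximal effect; 0% = vehicle wells and -100% = peptide control; nearly all actives have a fitted effect of over 45% in size; some results filed as inactive show a strong effect at the top dose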
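AMA1 (3D7) with his tag at 25 nM final met compounds first, then biotinylated RON2 peptide at 25 nM; detection used donor plus acceptor beads, 10 µg/mL apiece, read by AlphaScreen after 30 min at room temperature.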
HCMV antiviral – inhibitors of human cytomegalovirus; HFF cells, HCMV-luciferase reporter, 72 h; active compounds read low; activity change, negative = inhibition, % at 57.5 µM; 4.5% of 410,000 active; AID 1259415; in the data active means activity change below about -60%; inconclusive means no clear call, values can overlap the other calls; inactive means above about -39%
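HFF cells seeded 16 h at 37C, treated with compounds, infected with luciferase-reporter HCMV at MOI 1 PFU/cell; luciferase read at 72 h post infection, normalized to buffer-only and Salinomycin controls.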
LmPK inhibitor – LmPK (Leishmania mexicana) enzyme inhibition. Q27686. purified LmPK, Kinase-Glo ATP luminescence, 1 h. Potency, µM (highest dose often 57.5 µM), without a hit: at the top dose activity change, negative = inhibition, most hits filed as inhibitors. 0.37% of 290,000 active. AID 1721; further: potency means the concentration at half of the fitted maximal effect
Target sequence (Q27686 whole entry, looked up): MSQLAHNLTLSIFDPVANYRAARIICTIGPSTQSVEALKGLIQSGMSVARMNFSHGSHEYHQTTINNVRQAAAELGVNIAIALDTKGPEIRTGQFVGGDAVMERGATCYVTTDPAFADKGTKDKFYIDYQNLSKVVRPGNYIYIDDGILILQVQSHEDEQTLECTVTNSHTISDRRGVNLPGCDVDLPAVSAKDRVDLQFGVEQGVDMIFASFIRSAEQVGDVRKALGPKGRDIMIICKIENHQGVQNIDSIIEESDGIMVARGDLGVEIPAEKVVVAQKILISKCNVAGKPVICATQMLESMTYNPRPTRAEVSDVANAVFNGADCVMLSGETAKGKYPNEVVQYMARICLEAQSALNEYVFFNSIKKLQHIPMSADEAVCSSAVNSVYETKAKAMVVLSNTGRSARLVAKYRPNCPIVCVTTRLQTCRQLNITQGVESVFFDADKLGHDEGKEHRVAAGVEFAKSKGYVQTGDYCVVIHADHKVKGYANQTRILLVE
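0.1 nM LmPK, 0.5 mM PEP, 0.1 mM ADP; 50 mM imidazole pH 7.2, 7 mM MgCl2, 50 mM KCl; 1 h RT. Kinase-Glo luminescence readout, normalized to no-enzyme (full inhibition) and uninhibited wells.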
AmpC no deterg – blocks E. coli AmpC beta-lactamase in detergent-free assay; P00811; AID 485341; Potency, µM (doses to about 57.1 µM), inactives show at the top dose activity change, negative = inhibition, actives largely listed as inhibitors; AmpC nitrocefin hydrolysis, absorbance 480 nm, 0.0001% Triton; 0.52% of 330,000 active;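 further: potency means the concentration at half of the fitted maximal effect; plate controls were no compound for no effect and no enzyme for full effect; nearly all actives have a fitted effect of over 20% in size; some results filed as inactive show a strong effect at the top dose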
Target sequence (P00811 whole entry, looked up): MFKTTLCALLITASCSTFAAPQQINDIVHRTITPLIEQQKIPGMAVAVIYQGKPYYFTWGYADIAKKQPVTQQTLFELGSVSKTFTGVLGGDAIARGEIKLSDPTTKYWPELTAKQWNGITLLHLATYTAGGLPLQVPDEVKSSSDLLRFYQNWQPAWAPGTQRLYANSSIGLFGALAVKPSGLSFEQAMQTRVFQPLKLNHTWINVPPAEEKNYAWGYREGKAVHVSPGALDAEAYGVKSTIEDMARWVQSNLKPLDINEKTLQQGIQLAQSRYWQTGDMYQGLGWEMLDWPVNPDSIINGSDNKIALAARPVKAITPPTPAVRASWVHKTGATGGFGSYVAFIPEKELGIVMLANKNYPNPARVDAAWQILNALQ
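20 mM phosphate pH 7.0 + 0.01% (detergent screen) or 0.0001% Triton X-100; 5.3 nM AmpC reagent; cpd preinc 15 min RT; nitrocefin (800 uM stock) to start; A480 q20 s × 4 min; Activity was normalised to no-enzyme and no-compound control wells.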
AmpC detergent – AmpC beta-lactamase inhibition with detergent present. P00811. AmpC hydrolysis of nitrocefin, absorbance 480 nm, 0.01% Triton. Potency, µM (highest dose often 114 µM), for the others: at the top dose activity change, negative = inhibition, most hits filed as inhibitors. 0.041% of 370,000 active. AID 485294;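 further: potency means the concentration at half of the fitted maximal effect; 0% = no-compound wells and -100% = no-enzyme wells; nearly all actives have a fitted effect of over 25% in size; some results filed as inactive show a strong effect at the top dose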
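20 mM phosphate pH 7.0 + 0.01% (detergent screen) or 0.0001% Triton X-100; 5.3 nM AmpC reagent; cpd preinc 15 min RT; nitrocefin (800 uM stock) to start; A480 q20 s × 4 min; Activity was normalised to no-enzyme and no-compound control wells.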
Sm TGR inh – blocks Schistosoma mansoni thioredoxin glutathione reductase | 3% of 360,000 active | Q962Y6 | Potency, µM (doses to about 114 µM), without a hit: top-dose activity change, negative = inhibition, hits mostly inhibitors | purified TGR, DTNB reduction, TNB absorbance 405 nm; further: potency means the concentration at half of the fitted maximal effect; nearly all actives have a fitted effect of over 60% in size
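TGR 20 nM + NADPH 100 uM (dispensed conc.), cpd preinc 15 min RT; start with NADPH (500 uM addition) then DTNB (15 mM addition). Kinetic TNB absorbance, 405 nm filter. Four-parameter Hill fit across titration.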
Numbers without * were called inactive; u = inconclusive; x = not tested or not shown; & = joins results of further samples; [ ] = another dose, or the depositor's remark. Unless noted, the call rests on the fitted dose curve; in most records, active means well fitted curve in the direction sought with a large enough effect; inconclusive means small, poorly fitted or top-dose-only effect, or another doubt; inactive means no such curve, though single readings can be large; an effect the other way counts as inactive or inconclusive. Unless noted, on the % scale 0 is the no-effect control and ±100 the full control effect.

SMILES	Tb PYK inh	AMA1 RON2 block	HCMV antiviral	LmPK inhibitor	AmpC no deterg	AmpC detergent	Sm TGR inh
COc1cccc(NC(=O)C(=O)NCC(c2ccc3c(c2)OCO3)N2CCN(C)CC2)c1 (stereo not drawn)	-7%	x	44	x	x	6%	2%
Cc1c(C(=O)N2CCCCC2)c(S(=O)(=O)NCc2ccccc2Cl)c(C)n1C	-25%	4%	-23	2%	29%	-3%	0%
Cc1ccc(S(=O)(=O)N/N=C2/CC(=O)CC(C)(C)C2)cc1[N+](=O)[O-]	-11%	-17%	-31	6%	-47%	u	u
CN(C(=O)c1cccc(NC(=O)Cc2ccc(NC(=O)C3CCCN(C(=O)C4CCCCC4)C3)cc2)c1)C1CCCCC1 (stereo not drawn)	5%	14%	-30	x	x	x	x
COCCCNC(=O)CSc1nc2ccccc2c(=O)n1CCCN1CCCCC1	-1%	9%	0	1%	-12%	-4%	11%
COc1ccccc1CNC(=O)COC(=O)c1c(C)nn(-c2ccccc2)c1Cl	0%	2%	-5	-1%	36%	1%	3%
O=C(COC(=O)c1cc(Br)ccc1Cl)NC(=O)NCc1ccccc1	-7%	4%	-5	4%	-19%	-5%	0%
CN1C(=O)N(C)C2(c3ccccc3)Nn3c(s/c(=C/c4ccccc4F)c3=O)=NC12c1ccccc1 (stereo not drawn)	x	x	x	7%	-12%	4%	-9%
CC(=O)c1cccc(NC(=O)C(C)OC(=O)CCc2nc3ccccc3c(=O)[nH]2)c1 (stereo not drawn)	-9%	-9%	3	x	-17%	x	x
CC(=O)Nc1cccc(C(=O)NC2CCCc3c2cnn3-c2ccc(C(C)(C)C)cc2)c1 (stereo not drawn)	-6%	-7%	u	4%	112%[activator]	u	-8%
CC(=O)c1ccc(S(=O)(=O)Nc2cccc(-c3cn4c(n3)SCC4)c2)cc1	0%	-1%	-28	5%	-59%	5%	-2%
O=C(c1ncn[nH]1)N1CCN(c2nc(-c3ccccc3)cs2)CC1	-33%	56%[activator]	-24	2%	22%	-11%	-16%
O=S(=O)(C=C(c1ccccc1)c1ccccc1)c1ccccc1	3%	17%	37	8%	-21%	-12%	3%
Cc1ccc(OCC(=O)NCC2(N3CCN(C)CC3)CCCCC2)cc1C	5%	x	-37	x	x	15%	2%
CCOC(=O)C(C)Sc1cc(CS(=O)(=O)c2ccccc2)nc(-c2ccccc2)n1 (stereo not drawn)	5%	1%	29	-1%	-14%	u	-13%
COc1ccccc1N(CC(=O)NC1CCCCC1)C(=O)CCC(=O)Nc1nccs1	-1%	5%	26	7%	13%	-7%	6%
O=C(NCc1ccc2c(c1)OCO2)C12CC3CC(CC(C3)C1)C2	3%	-3%	-17	1%	-17%	-4%	-9%
CC(C)(C)N(Cc1ccccc1)C(=O)COC(=O)C1CC(=O)N(Cc2ccccc2)C1 (stereo not drawn)	0%	16%	-8	x	x	x	x
Cc1ccc(C2=Nc3ccccc3N=C(c3ccc([N+](=O)[O-])cc3)C2)c(O)c1	-1%	3%[11.6 µM]	68	3%	-23%	-7%	-6%
C#CCOCCOCCOCCNc1nc(N2CCN(C(=O)CCCCCCCCCCNC(=O)[C@H]([C@@H](C)CC)n3cc(CCCCN=C(N)N)nn3)CC2)nc(N2CCN(C(=O)CCCCCCCCCCNC(=O)[C@@H]([C@H](C)O)n3cc(C)nn3)CC2)n1	1%	u	x	x	262%[activator]	4%	u
Cc1ccc(NCc2nnc3n2CCCCC3)cc1Cl	2%	x	42	x	x	16%	0%
Cc1c([N+](=O)[O-])cc(C(=O)Nc2ccc(NC(=O)c3ccco3)cc2)cc1[N+](=O)[O-]	-1%	-10%	u	1%	-17%	-8%	0%
Cc1c(C(=O)N2CCCC2)sc(NC(=O)c2ccco2)c1C#N	5%	-3%	-11	3%	-36%	-7%	-15%
Cc1ccc(CC(CC(=O)Nc2cccc(C(F)(F)F)c2)C(=O)O)cc1 (stereo not drawn)	1%	-5%	15	6%	-15%	2%	8%
C=CCNC(=O)NC(=O)COC(=O)c1cccnc1SC	4%	39%[activator]	27	4%	-23%	u	10%
CC(=O)c1ccc(N2CCN(C(=O)Nc3cccc(F)c3)CC2)cc1	-13%&-7%	15%	-27&-29	0%	-42%	-1%&-2%	0%
Cc1cc(Oc2ccccc2)nc(N2CCOCC2)n1	1%	5%	7	-7%	-3%	4%	1%
CCOCCCn1c(SCC(=O)N2CCOCC2)nc2ccccc2c1=O	-2%	-2%	-15	-2%	-1%	-12%	7%
Cc1cc(=O)oc(C)c1C(=O)NCC(C)C	11%	-3%	46	-1%	-9%	-7%	0%
CCCn1c(SCC(=O)N2CCCCC2)nc2c1c(=O)n(C)c(=O)n2C	-2%	-3%	26	0%	0%	2%	-7%
O=C(O)c1ccc2cccc(Cl)c2c1O	-21%	-11%	64	u	-9%	u	u
CSCCC(NC(=O)c1ccccc1)C(=O)Nc1ccncc1 (stereo not drawn)	2%	19%[11.6 µM]	-28	x	-16%	12%	0%
CCN(CC)CCOC(=O)c1ccc(NC(=O)c2cc3c(s2)-c2ccccc2OC3)cc1	-3%	x	-11	x	x	1%	13%
CCN(CC)C(=O)Oc1ccc(Cl)c2ccccc12	3%	-1%	0	0%	19%	1%	-8%
O=C(COC(=O)c1ccccc1Cl)NC(=O)NCc1ccccc1	-4%	-10%	33	0%	-9%	1%	0%
Cc1ccc(C)c(-c2csc(N)c2C(=O)OC(C)C)c1	2%	0%	u	2%	-16%	-8%	2%
Cc1cc(NC(=O)NC(C)(C(F)(F)F)C(F)(F)F)no1	2%	12%	-19	-3%	-18%	5%	7%
CCOc1cc(CO)cc(Br)c1OCC(=O)Nc1ccccc1C	3%	-3%	46	0%	10%	-8%	15%
N#CCCN(C(=O)COC(=O)c1cccc(S(=O)(=O)Nc2ccc([N+](=O)[O-])cc2)c1)c1ccccc1	-5%	-3%	-13	0%	-44%	u	-9%
CCCCCCCN1C/C=C\C(c2ccc(OC)cc2)N(Cc2ccc(F)cc2)C(=O)[C@H]1Cc1ccccc1 (stereo partly drawn)	9%	-2%	x	3%	1%	1%	-3%
C=C(C)CN(CC)C(=O)CSc1nc(O)cc(=O)n1C1CCCC1	1%	3%	18	3%	-17%[11.4 µM]	-17%	-1%
CC1=C(C(N)=O)C(c2ccc(C(C)C)cc2)n2nc(SCc3ccccc3)nc2N1 (stereo not drawn)	-1%	x	3	x	x	8%	-14%
CC(=O)N/C(=C\c1ccccc1)C(=O)OC(C)C(=O)Nc1ccccc1F (stereo not drawn)	0%	-5%	0	x	6%	-4%	u
CC1(C(=O)O)Cc2ccccc2C(=O)O1 (stereo not drawn)	5%	28%	11	17%	-4%	7%	4%
CCCNc1nc2c(c(=O)[nH]c(=O)n2C)n1Cc1ccc(F)cc1	-2%	-3%	31	5%	-7%	u	-14%
CCOC(=O)c1cc2c(nc1C)-c1cc(Cl)cc(Cl)c1OC2O (stereo not drawn)	-6%	34%[activator]	40	-1%	-20%	-2%	-1%
NC(=O)c1cc([N+](=O)[O-])ccc1NCCc1ccccc1	0%	-2%	-12	7%	-30%	u	2%
Cc1ccc(F)cc1C(=O)N1CCCC(c2cc(C(=O)NCc3ccc(F)cc3)no2)C1 (stereo not drawn)	4%	8%	-17	x	x	x	x

Reformatted as a markdown table: 13 of the compounds above
| structure | Tb PYK inh | AMA1 RON2 block | HCMV antiviral | LmPK inhibitor | AmpC no deterg | AmpC detergent | Sm TGR inh |
| --- | --- | --- | --- | --- | --- | --- | --- |
| Cc1ccc(C)c(-c2csc(N)c2C(=O)OC(C)C)c1 | 2% | 0% | u | 2% | -16% | -8% | 2% |
| Cc1cc(NC(=O)NC(C)(C(F)(F)F)C(F)(F)F)no1 | 2% | 12% | -19 | -3% | -18% | 5% | 7% |
| CCOc1cc(CO)cc(Br)c1OCC(=O)Nc1ccccc1C | 3% | -3% | 46 | 0% | 10% | -8% | 15% |
| N#CCCN(C(=O)COC(=O)c1cccc(S(=O)(=O)Nc2ccc([N+](=O)[O-])cc2)c1)c1ccccc1 | -5% | -3% | -13 | 0% | -44% | u | -9% |
| CCCCCCCN1C/C=C\C(c2ccc(OC)cc2)N(Cc2ccc(F)cc2)C(=O)[C@H]1Cc1ccccc1 (stereo partly drawn) | 9% | -2% | x | 3% | 1% | 1% | -3% |
| C=C(C)CN(CC)C(=O)CSc1nc(O)cc(=O)n1C1CCCC1 | 1% | 3% | 18 | 3% | -17%[11.4 µM] | -17% | -1% |
| CC1=C(C(N)=O)C(c2ccc(C(C)C)cc2)n2nc(SCc3ccccc3)nc2N1 (stereo not drawn) | -1% | x | 3 | x | x | 8% | -14% |
| CC(=O)N/C(=C\c1ccccc1)C(=O)OC(C)C(=O)Nc1ccccc1F (stereo not drawn) | 0% | -5% | 0 | x | 6% | -4% | u |
| CC1(C(=O)O)Cc2ccccc2C(=O)O1 (stereo not drawn) | 5% | 28% | 11 | 17% | -4% | 7% | 4% |
| CCCNc1nc2c(c(=O)[nH]c(=O)n2C)n1Cc1ccc(F)cc1 | -2% | -3% | 31 | 5% | -7% | u | -14% |
| CCOC(=O)c1cc2c(nc1C)-c1cc(Cl)cc(Cl)c1OC2O (stereo not drawn) | -6% | 34%[activator] | 40 | -1% | -20% | -2% | -1% |
| NC(=O)c1cc([N+](=O)[O-])ccc1NCCc1ccccc1 | 0% | -2% | -12 | 7% | -30% | u | 2% |
| Cc1ccc(F)cc1C(=O)N1CCCC(c2cc(C(=O)NCc3ccc(F)cc3)no2)C1 (stereo not drawn) | 4% | 8% | -17 | x | x | x | x |
